PAX8 reporter: inhibitors of PAX8 transcriptional activity in RMG-I cells; RMG-I TPO-luciferase reporter, SteadyGlo, 24 h; AID 652154; 360,000 tested, 1.2% active; inhibition, % at 12.6 µM;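 active means mean replicate inhibition at least 60% with every replicate also reaching 60%; inconclusive means only one of the two criteria is met; inactive means mean below 60% and not all replicates reaching 60%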;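 further: luciferase light reporting Pax8 driven TPO promoter activity; plate controls were median of neutral control wells for no effect and mitoxantrone controls for full effect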
GSIS activator: GLuc luminescence reporter in INS-1E cells, primary screen for activators of glucose-dependent secretion of insulin | INS-1E GLuc reporter insulin secretion, 2-3 h | activation, % at 16.6 µM | 370,000 tested, 0.61% active;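 active means lowest replicate activation of at least 40%, so every replicate reaches that level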;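 further: 0% = median of neutral control wells and 100% = median of IBMX positive control wells; some compounds called inactive have numbers as strong as hits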
EWS-Fli inh: EWS/Fli transcriptional activity inhibition; A673 NR0B1-luciferase reporter, viability-normalised; inhibition, % at 12.6 µM; 350,000 tested, 0.67% active;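 active means mean inhibition of at least 50% after viability correction, with every replicate also passing that limit; inconclusive means mean reaches 50% but only one of two replicates passes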;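 further: firefly luciferase signal divided by Alamar Blue viability fluorescence both relative to DMSO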
ARNT TACC3 PPI: disrupts binding between human ARNT and TACC3; Q9Y6A5; AlphaScreen His-ARNT PAS-B/GST-TACC3 binding, luminescence; TACC3 fragment carries E629A point mutation; inhibition, % at 9.99 µM; 390,000 tested, 0.66% active;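 active means mean inhibition of replicates at least 50% and at least half of replicates each reaching 50%; inconclusive means half or more replicates reach 50% but mean below 50%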;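 further: 0% = complete ARNT plus TACC3 wells and 100% = ARNT alone without TACC3; many hits fall short of the cut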
F508del corr: CFTR F508del correction in bronchial cells | CFBE cells, YFP halide quenching; stimulated with forskolin plus potentiator P3; % fluorescence drop versus neutral controls | AID 720511 | activity (quench increase), % at 7.58 µM | 350,000 tested, 0.36% active;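 active means mean added fluorescence quench of at least 8% versus neutral control, with both replicates also reaching 8%; inconclusive means only one of the mean or replicate conditions met; inactive means mean below 8% and not both replicates reaching 8%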;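 further: cells transiently co-express mutant CFTR-F508del with the halide-sensitive YFP; corrector assay measuring rescue of mutant channel to the surface after 24 h compound exposure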
DENV2 CPE rescue: DENV2-induced cell death inhibition. DENV2-infected cells, cytopathic effect rescue, plate reader. CPE inhibition, % at 9.99 µM. 350,000 tested, 1.7% active. AID 651640; in the data active means CPE inhibition above about 20%, passing the limit was not always enough; inconclusive means no clear call, values can overlap the other calls; tested in BHK-21 cells;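 further: 0% = median of neutral control wells and 100% = median of positive control wells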
ERp5 block: ERp5 (human) disulfide isomerase inhibition. 350,000 tested, 0.05% active. ERp5 insulin aggregation, absorbance 650 nm, 90 min. inhibition, % at 9.99 µM;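 active means mean replicate inhibition above about 25%, with every replicate also reaching it, limit read from the data, passing the limit was not always enough; inconclusive means only one of those two criteria met; inactive means neither criterion met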
Target sequence (Q15084 whole entry, looked up): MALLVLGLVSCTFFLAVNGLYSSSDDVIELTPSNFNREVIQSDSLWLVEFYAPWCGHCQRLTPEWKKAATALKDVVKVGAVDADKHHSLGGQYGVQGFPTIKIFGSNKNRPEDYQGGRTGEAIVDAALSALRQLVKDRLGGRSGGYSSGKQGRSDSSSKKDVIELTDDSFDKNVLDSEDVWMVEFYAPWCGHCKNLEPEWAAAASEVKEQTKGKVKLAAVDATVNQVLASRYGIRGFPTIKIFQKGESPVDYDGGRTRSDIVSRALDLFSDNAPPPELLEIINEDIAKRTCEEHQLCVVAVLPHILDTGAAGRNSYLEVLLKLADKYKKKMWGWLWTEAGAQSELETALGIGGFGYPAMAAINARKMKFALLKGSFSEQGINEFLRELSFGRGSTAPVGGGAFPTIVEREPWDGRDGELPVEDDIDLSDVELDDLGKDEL
XiGFP reactiv: activators of X-chromosome reactivation in mouse fibroblasts; XiGFP mouse fibroblasts, % GFP-positive cells imaging, 3 d; cells co-treated with 5-aza-dC sensitizer; scaled so ellipticine positive control = 100%; activation, % at 7.58 µM; 360,000 tested, 0.055% active; AID 743238;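 active means mean normalized replicate activation at least 10% and every replicate at or above 10%; inconclusive means only one of the two criteria met; inactive means mean below 10% and not all replicates reach 10%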;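 further: 0% = median of on-plate neutral control wells and 100% = ellipticine 6 µM median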
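Assay system: SV40-immortalized XiGFP fibroblast cells, line 68-5-11; buffer or medium: DMEM plus 5-aza-dC sensitizer; compound: one concentration, pinned; timing: compounds 3 days, fix/stain 15 min at room temperature; benchmarks: positive control ellipticine, 6 µM final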
Active calls of the source: *; ? = inconclusive; . = no result given; & = joins results of further samples; ! = not confirmed by another sample.

SMILES	PAX8 reporter	GSIS activator	EWS-Fli inh	ARNT TACC3 PPI	F508del corr	DENV2 CPE rescue	ERp5 block	XiGFP reactiv
COc1ccccc1NS(=O)(=O)c1ccc(O)c(C(=O)OCC(=O)N2c3ccccc3CC2C)c1 (stereo not drawn)	11	-20	-8	-7	0.8	7	-1	-0.2
CCN(CC(=O)NC1CCS(=O)(=O)C1)S(=O)(=O)c1ccccc1 (stereo not drawn)	8	1	-5	-6	4.0	12	4	0.0
O=S(=O)(c1ccc(F)cc1)N1CCCCN2[C@H](CO)[C@H](c3ccc(C4=CCCCC4)cc3)[C@H]2C1	-5	-8	0	-3	-1.1	-25	4	0.1
CCOC(=O)c1[nH]c(C)c(C(=O)OCC(=O)N2CC(=O)Nc3ccccc32)c1C	5	4	-5	-4	0.7	71*	-1	0.1
CCC(CO)Oc1cc(NCc2cccc(F)c2)c2ncn(C(C)C)c2c1 (stereo not drawn)	-9	-9	-9	6	-0.6	118*	-7	0.0
O=C(Cc1ccccn1)N1CC(=O)N2[C@H](CO)[C@H](c3ccc(-c4ccc(F)cc4)cc3)[C@H]2C1	-4	8	6	.	0.6	6	0	0.0
O=C1NC[C@H](CCCCN2CCN(CCc3ccccc3)C(=O)C2=O)N(CC2CCCCC2)C1=O	-14	11	-8	.	0.0	8	3	-0.1
CCN(C(=O)CN1C(=O)S/C(=C\C=C\c2ccccc2)C1=O)C1CCS(=O)(=O)C1 (stereo not drawn)	12	21	-7	0	2.1	-7	7	0.1
Cc1cccc(CCNC(=O)Cn2ncc3c([nH]c4ccc(C)cc43)c2=O)c1	-11	13	4	.	0.5	4	-5	0.0
CCOc1ccc(NC(=O)C(=O)N/N=C\c2ccc(CNS(=O)(=O)c3ccccc3)o2)cc1	-15	5	86*	-2	.	-1	10	-0.1
C[C@@H]1CN([C@H](C)CO)C(=O)c2cc(NC(=O)CCCN(C)C)ccc2O[C@@H]1CN(C)C(=O)Nc1ccc2c(c1)OCO2	-17	10	.	9	-3.2	-2	4	0.3
C[C@@H]1CCCCO[C@H](CN(C)C)[C@H](C)CN([C@H](C)CO)C(=O)c2cc(NS(=O)(=O)c3ccc(F)cc3)ccc2O1	18	12	-15	-12	-0.8	5	0	0.1
CC(=O)c1cccc(Nc2c3c(nc4ccccc24)CCC3)c1	21	34	56*	-5	15*	3	1	0.4
O=C(C1CC1)N1CC(=O)N2[C@H](CO)[C@@H](c3ccc(C#CC4CCCC4)cc3)[C@H]2C1	9	21	-6	.	0.8	-8	-3	0.0
COc1ccccc1CNc1nc(-c2ccccc2CO)c2sccc2n1	-11	-3	-23	.	-0.5	0	-1	0.4
COc1ccc(NC(=O)c2cncn2-c2ccccc2)cc1	24	2	-3	-15	2.0	-1	-1	0.1
Cc1noc(N)c1C1(O)C(=O)Nc2c(Cl)cc(Cl)cc21 (stereo not drawn)	4	0	8	11	-1.8	7	-3	-0.3
COc1ccc(C(=O)Nc2ccc3c(c2)OC[C@@H](C)NC[C@@H](C)[C@@H](OC)CN(C)C3=O)cc1	.	12	-7	1	0.4	15	-2	0.1
Cc1[nH]nc(SCC(=O)N2CCCCCC2)c1[N+](=O)[O-]	-2	15	-29	-7	3.7	1	1	0.0
CCC(=O)N1[C@H](CO)[C@H]2c3ccccc3N(C(=O)c3ccncc3)C[C@H]21	-22	3	2	2	0.5	-4	3	0.1
O=C(C[C@@H]1CC[C@H]2[C@@H](COC[C@H](O)CN2Cc2cccc(C(F)(F)F)c2)O1)NCc1ccccc1	7	-10	-1	8	-1.6	-5	-2	0.2
COc1ccc(C2COc3cc(O)ccc3C2)c(OC)c1O (stereo not drawn)	.	9	19	-10	4.5	17	12	.
CC1CN(C(=S)Nc2ccc(S(N)(=O)=O)cc2)CC(C)O1 (stereo not drawn)	8	18	-3	-4	2.9	-2	1	0.2
Cc1ccc2c(c1)nnn2C1CCN(CC(=O)Nc2ccc(F)cc2)CC1	13	8	8	-1	-0.2	0	4	-0.1
CS(=O)(=O)N1Cc2cc(C(=O)NCC3CC3)nc(-c3cccc(-c4cccnc4)c3)c2[C@@H]1CCO	19	6	11	.	-2.0	-4	-4	0.1
Cc1ccc(S(=O)(=O)N(C)C[C@@H]2Oc3ccc(NS(=O)(=O)c4cccs4)cc3C(=O)N([C@@H](C)CO)C[C@H]2C)cc1	-39	-6	-12	-19	0.4	-11	3	-0.1
O=C(NC1CCN(S(=O)(=O)c2ccccc2)CC1)c1cccc(F)c1	7	0	5	2	-0.7	19	-3	0.0
COc1ccc2c(c1)[C@H]1[C@H](CO2)[C@H](c2ccccc2)[C@]2(C)C(=O)Nc3ccc(Br)cc3C(=O)N12	-15	.	-14	35	0.6	2	3	0.1
COC(=O)c1ccccc1NC(=O)CSc1nc2cccnc2n1C	16	12	8	-2	-0.9	-2	1	0.2
COc1cccc(S(=O)(=O)N[C@H]2CC[C@@H](CCn3cc(-c4ccc(F)cc4)nn3)O[C@H]2CO)c1	14	-8	-10	0	-0.7	-1	3	-0.5
O=C(Cc1ccc(F)cc1)NC(Cc1c[nH]c2ccccc12)C(=O)O (stereo not drawn)	-9	19	10	-6	1.1	-7	5	0.0
C[C@@H]1CN([C@@H](C)CO)S(=O)(=O)c2ccc(C#Cc3ccc(F)cc3)cc2O[C@H]1CN(C)S(C)(=O)=O	.	-21	10	4	-0.5	14	0	0.9
O=C(C[C@@H]1C[C@H]2c3cc(NC(=O)Nc4ccc(C(F)(F)F)cc4)ccc3O[C@H]2[C@H](CO)O1)NCc1ccccn1	12	-17	7	15	1.2	1	-2	0.1
CC(C)(C)C(=O)Nc1cc(NC(=O)C(C)(C)C)cc(C(=O)Nc2cc(C(=O)O)cc(C(=O)O)c2)c1	-9	15	.	0	.	.	.	-0.1
CC1CCCN(C(=O)CCS(=O)(=O)c2cc3c(cc2Cl)NC(=O)CO3)C1 (stereo not drawn)	-9	12	3	-4	0.2	?	-9	0.0
C[C@@H]1CN([C@H](C)CO)C(=O)c2cc(C#CC3(O)CCCC3)cnc2O[C@H]1CN(C)Cc1cncnc1	.	14	-12	-19	-0.9	-3	-1	-1.0
CCN(c1ccccc1)S(=O)(=O)c1ccc(Cl)c(NC(=O)CN(C)Cc2cccc(F)c2)c1	31	8	5	-8	2.3	-3	-3	-0.1
O=c1[nH]c(C(F)(F)F)nc2ccc3ccccc3c12	1	8	4	-3	-1.5	3	1	0.1
CC(=O)C1(O)CCC2C3CC(C)C4=CC(=O)C=CC4(C)C3(F)C(O)CC21C (stereo not drawn)	-6	-18	-19	-10	1.4	-6	-2	-0.1
OCCNc1ncnc2c1ncn2[C@H]1CN(Cc2cccs2)C[C@@H](CO)O1	-6	4	3	.	-3.5	-8	0	0.0
CC(Sc1nnc(NC2CC2)s1)C(=O)Nc1ccc(N2CCOCC2)cc1 (stereo not drawn)	-12	3	2	.	-0.4	-5	2	0.0
CCn1c(SCC(N)=O)nc2ccccc2c1=O	.	7	5	7	-2.1	-1	-1	.
CC(C)CN(C(=O)CCC(=O)OC(C)C(=O)Nc1cccc(C#N)c1)c1c(N)n(CC(C)C)c(=O)[nH]c1=O (stereo not drawn)	1	-11	-1	-5	-2.3	7	-26	-0.7
CCC(=O)N1CC(=O)N2[C@@H](CO)[C@@H](c3ccc(C#Cc4cccnc4)cc3)[C@@H]2C1	-35	8	-5	.	-2.3	?	-2	0.5
O=C(Nc1nc(-c2ccc3c(c2)OCCO3)cs1)c1ccc(Br)o1	-20	2	-7	.	-0.1	5	-6	-0.2

At a glance, part of the list above.
SMILES	PAX8 reporter	GSIS activator	EWS-Fli inh	ARNT TACC3 PPI	F508del corr	DENV2 CPE rescue	ERp5 block	XiGFP reactiv
O=C(C[C@@H]1C[C@H]2c3cc(NC(=O)Nc4ccc(C(F)(F)F)cc4)ccc3O[C@H]2[C@H](CO)O1)NCc1ccccn1	12	-17	7	15	1.2	1	-2	0.1
CC(C)(C)C(=O)Nc1cc(NC(=O)C(C)(C)C)cc(C(=O)Nc2cc(C(=O)O)cc(C(=O)O)c2)c1	-9	15	.	0	.	.	.	-0.1
CC1CCCN(C(=O)CCS(=O)(=O)c2cc3c(cc2Cl)NC(=O)CO3)C1 (stereo not drawn)	-9	12	3	-4	0.2	?	-9	0.0
C[C@@H]1CN([C@H](C)CO)C(=O)c2cc(C#CC3(O)CCCC3)cnc2O[C@H]1CN(C)Cc1cncnc1	.	14	-12	-19	-0.9	-3	-1	-1.0
CCN(c1ccccc1)S(=O)(=O)c1ccc(Cl)c(NC(=O)CN(C)Cc2cccc(F)c2)c1	31	8	5	-8	2.3	-3	-3	-0.1
O=c1[nH]c(C(F)(F)F)nc2ccc3ccccc3c12	1	8	4	-3	-1.5	3	1	0.1
CC(=O)C1(O)CCC2C3CC(C)C4=CC(=O)C=CC4(C)C3(F)C(O)CC21C (stereo not drawn)	-6	-18	-19	-10	1.4	-6	-2	-0.1
OCCNc1ncnc2c1ncn2[C@H]1CN(Cc2cccs2)C[C@@H](CO)O1	-6	4	3	.	-3.5	-8	0	0.0
CC(Sc1nnc(NC2CC2)s1)C(=O)Nc1ccc(N2CCOCC2)cc1 (stereo not drawn)	-12	3	2	.	-0.4	-5	2	0.0
CCn1c(SCC(N)=O)nc2ccccc2c1=O	.	7	5	7	-2.1	-1	-1	.
CC(C)CN(C(=O)CCC(=O)OC(C)C(=O)Nc1cccc(C#N)c1)c1c(N)n(CC(C)C)c(=O)[nH]c1=O (stereo not drawn)	1	-11	-1	-5	-2.3	7	-26	-0.7
CCC(=O)N1CC(=O)N2[C@@H](CO)[C@@H](c3ccc(C#Cc4cccnc4)cc3)[C@@H]2C1	-35	8	-5	.	-2.3	?	-2	0.5
O=C(Nc1nc(-c2ccc3c(c2)OCCO3)cs1)c1ccc(Br)o1	-20	2	-7	.	-0.1	5	-6	-0.2

Other compounds follow.
SMILES	PAX8 reporter	GSIS activator	EWS-Fli inh	ARNT TACC3 PPI	F508del corr	DENV2 CPE rescue	ERp5 block	XiGFP reactiv
Cc1ccc(N2CC(=O)N(NC(=O)CN3CCN(c4ccccc4)CC3)CC2=O)cc1	-8	0	3	-2	-2.6	12	3	0.2
COc1ccc(Nc2cc(=O)n(-c3ccccc3)c3c2c(=O)n(C)c(=O)n3C)cc1	11	21	1	-2	1.7	1	-2	0.0
CCOC(=O)C(Cc1ccccc1)C(=O)Nc1cccc2ccccc12 (stereo not drawn)	-4	-1	.	-4	.	.	.	0.0
C[C@@H]1CCCCO[C@H](CN(C)C(=O)Nc2cccc3ccccc23)[C@@H](C)CN([C@@H](C)CO)C(=O)c2cc(NC(=O)C3CCCCC3)ccc2O1	30	-1	33	2	0.9	-2	-5	-1.1
C[n+]1c2cc(N)ccc2cc2ccc(N)cc21	66*!	-18	62*	28*!	62*	-1&3	0&4	53*
COc1ccc(CCNc2ncnc3nc[nH]c23)cc1OC	23	2	1	-10	-0.1	?	1	0.4
Cc1ccc(C)c(Nc2cc(C)nc(-c3ccccc3O)n2)c1	13	-33	62*	-11	4.2	16	-1	0.0
